Source: PubChem BioAssay
MITF inh: MITF inhibitors, primary screen, biochemical, AlphaScreen, human | Microphthalmia-associated transcription factor (Homo sapiens), O75030 | inhibition, % at 2.6 µM | AlphaScreen MITF homodimerization, bead proximity signal | AID 1259374, 2018 | 650,000 compounds, 0.91% hits; in the data active = inhibition above about 50%;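 also: 0% = vehicle wells with protein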
TEAD-YAP block: TEAD-YAP interaction inhibition, primary screen, TEAD-YAP interaction inhibitor project, luminescence, HEK-TIYL cells | TEAD-Gal4/YAP UAS-luciferase luminescence | inhibition, % at 9.12 µM | 640,000 compounds, 1.4% hits | AID 1259422, 2018; in the data active = inhibition above about 32%;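 also: 0% = median of test compound wells and 100% = reference inhibitor wells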
GPR151 activ: activators of human GPR151, primary screen, cell-based, PathHunter beta-arrestin, luminescence; G-protein coupled receptor 151 (Homo sapiens), Q8TDV0; PathHunter beta-arrestin GPR151 cells; activation, % at 11.2 µM; 650,000 compounds, 1% hits; in the data active = activation above about 4.9%;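 also: 0% = median of compound wells and 100% = cells with positive control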
FBW7 act: FBW7 E3 ligase activators, primary screen, biochemical, AlphaScreen, human; F-box/WD repeat-containing protein 7 (Homo sapiens), Q969H0; AlphaScreen FBW7–phospho-cyclin E peptide binding, activator screen; normalized activity (activation), % at 26.1 µM; 650,000 compounds, 0.13% hits; in the data active = normalized activity above about 1.9%;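 also: purified mutant Fbw7 with reduced substrate affinity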
Target sequence (Q969H0 whole entry, looked up): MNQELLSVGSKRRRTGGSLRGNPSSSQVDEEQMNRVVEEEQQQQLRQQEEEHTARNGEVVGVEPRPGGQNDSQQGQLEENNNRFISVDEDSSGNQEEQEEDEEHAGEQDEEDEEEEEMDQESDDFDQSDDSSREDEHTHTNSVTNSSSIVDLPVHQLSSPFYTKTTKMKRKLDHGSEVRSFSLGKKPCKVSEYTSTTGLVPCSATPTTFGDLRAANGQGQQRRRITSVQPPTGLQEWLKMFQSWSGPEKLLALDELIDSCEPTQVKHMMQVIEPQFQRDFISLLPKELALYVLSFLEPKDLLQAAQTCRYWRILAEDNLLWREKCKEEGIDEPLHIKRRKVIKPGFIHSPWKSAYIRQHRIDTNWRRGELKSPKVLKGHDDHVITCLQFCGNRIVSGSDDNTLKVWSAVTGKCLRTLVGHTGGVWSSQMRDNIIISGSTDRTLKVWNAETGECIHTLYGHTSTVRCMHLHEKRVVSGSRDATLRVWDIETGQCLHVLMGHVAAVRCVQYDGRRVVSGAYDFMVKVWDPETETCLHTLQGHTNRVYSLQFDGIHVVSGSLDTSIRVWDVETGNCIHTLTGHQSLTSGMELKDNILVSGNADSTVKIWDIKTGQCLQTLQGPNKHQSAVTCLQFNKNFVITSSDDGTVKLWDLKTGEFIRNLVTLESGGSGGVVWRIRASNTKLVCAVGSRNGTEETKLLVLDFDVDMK
The depositor's hits bear a star.

1. CCc1nnc(NS(=O)(=O)c2ccc(NC(=O)c3cccc([N+](=O)[O-])c3)cc2)s1
2. O=C(Nc1ccccc1C(F)(F)F)c1ccc(F)c(S(=O)(=O)NCc2ccco2)c1
3. Cn1ccc(C(=O)N/N=C/c2ccc([N+](=O)[O-])cc2)n1
4. CCOc1ccc(CCNC(=O)Cn2nc(-c3ccc(C)cc3)c3ccccc3c2=O)cc1OCC
5. CC(Oc1ccc(/C=C(/C#N)C(=O)N2CCOCC2)cc1)C(=O)O (centres undefined)
6. Cc1nc(SCC(=O)c2ccc(Br)cc2)c(C#N)c(C)c1C
7. O=C(NCCc1ccc(O)cc1)c1ccc2nc(-c3ccccc3)sc2c1
8. CCOc1ccc2nc(N3CCCN(C(=O)Nc4ccc(F)cc4)CC3)c(C#N)cc2c1
screen / no.,1,2,3,4,5,6,7,8
MITF inh,-8,-4,-18,-8,14,1,6,12
TEAD-YAP block,1,-14,-5,5,5,-76,0,7
GPR151 activ,-1.5,-1.1,-0.6,-0.8,-0.6,0.4,-1.5,1.4
FBW7 act,0.1,-0.1,0.0,-0.1,-0.1,0.0,0.0,0.0

9. Cc1ccc(NC(=O)c2cnccn2)c([N+](=O)[O-])c1
10. CC(C)(C)NC(=O)c1cccc(NC(=O)c2cccs2)c1
11. O=C(NC1CCN(C(=O)NCc2ccccc2)CC1)C1CCCCC1
12. CCC(C)NC(=O)c1cc(-c2cccc(OC)c2)no1 (centres undefined)
13. COC(=O)c1cc(S(=O)(=O)Nc2ccccc2OC)c(Cl)cc1Cl
14. O=C(COc1ccc(Cl)cc1)NCC1CCCO1 (centres undefined)
15. CCN(CC)c1ccc2nc3c4ccccc4c(=O)cc-3oc2c1
16. Nc1nnc(SCC(=O)c2ccccc2Cl)s1
screen / no.,9,10,11,12,13,14,15,16
MITF inh,12,-1,31,2,15,13,8,-7
TEAD-YAP block,1,-19,-1,-55,-7,2,34*,-6
GPR151 activ,2.4,-1.3,-0.1,-0.7,-0.4,-1.0,1.6,1.9
FBW7 act,-0.2,0.1,0.0,0.1,0.0,0.1,0.1,0.0

17. O=C(NCCn1ccnc1)C1CC12CCN(Cc1ccccc1)CC2 (centres undefined)
18. Cc1ccc(-n2c(C)cc(=O)cc2C)cc1[N+](=O)[O-]
19. O=C(Nc1ccc2nc(-c3ccco3)c(-c3ccco3)nc2c1)N1CCCC1
20. Cc1ccc(N(C(C)C(=O)O)S(=O)(=O)c2c(C)n[nH]c2C)cc1 (centres undefined)
21. CC1CC2c3cccc(C(=O)O)c3C(=O)N2c2ccc(F)cc21 (centres undefined)
22. CC(C)C(C(=O)O)N1C(=O)C2C3CC(C(Br)C3Br)C2C1=O (centres undefined)
23. COc1ccccc1C1C(C(=O)Nc2cccc(F)c2)=C(C)NC2=C1C(=O)CCC2 (centres undefined)
24. CCCCNC(=O)C(CC)Sc1nnc(-c2cccc(F)c2)c(-c2cccc(F)c2)n1 (centres undefined)
screen / no.,17,18,19,20,21,22,23,24
MITF inh,-6,-9,94*,3,19,25,-6,-7
TEAD-YAP block,-3,-2,2,2,8,0,-2,9
GPR151 activ,2.8,-0.7,-0.3,0.2,-0.2,1.5,0.5,0.1
FBW7 act,0.3,0.1,-0.3,-0.1,0.0,0.1,0.0,-0.2

25. CCCOCC(O)CN1CCCCC1 (centres undefined)
26. CCN(CC)CCCNC(=O)Cn1ncn2cccc2c1=O
27. Cn1c(=O)oc2cc(S(=O)(=O)N3CCC(C(=O)NCc4ccccc4)CC3)ccc21
28. CCNC(=O)[C@@H]1C[C@@H](NCC2=CC[C@H]3C[C@@H]2C3(C)C)CN1C1Cc2ccccc2C1
29. Oc1ccc(CCNc2nc(Nc3ccc4ncccc4c3)nc3c2ncn3-c2ccsc2)cc1
30. COc1ccc(Cn2c(=O)[nH]c3c(C(N)=O)nc(-c4ccc(C)c(C)c4)nc32)cc1
31. COc1ccc(-c2oc3ncn4nc(-c5ccc6ccccc6c5O)nc4c3c2-c2ccc(OC)cc2)cc1
32. Cc1nc2c3c(-c4ccccc4)nc(N4CCCC4)nc3nn2c(C)c1CCC(=O)O
screen / no.,25,26,27,28,29,30,31,32
MITF inh,15,9,9,1,2,1,-1,3
TEAD-YAP block,0,-3,5,3,56*,-11,8,-7
GPR151 activ,-0.2,-0.6,0.4,-1.2,-1.5,5.0*,1.8,-0.5
FBW7 act,0.1,0.8,-0.1,0.2,-0.2,0.6,0.1,-0.1

3 entries from above, ordered by formula weight, high to low.
29. Oc1ccc(CCNc2nc(Nc3ccc4ncccc4c3)nc3c2ncn3-c2ccsc2)cc1
27. Cn1c(=O)oc2cc(S(=O)(=O)N3CCC(C(=O)NCc4ccccc4)CC3)ccc21
32. Cc1nc2c3c(-c4ccccc4)nc(N4CCCC4)nc3nn2c(C)c1CCC(=O)O
screen / no.,29,27,32
MITF inh,2,9,3
TEAD-YAP block,56*,5,-7
GPR151 activ,-1.5,0.4,-0.5
FBW7 act,-0.2,-0.1,-0.1

Further entries follow.
33. CCOC(=O)CCSc1nc(N2CCOCC2)c2c(c1C#N)CC(C)(C)OC2
34. Nn1c(SCC(=O)Nc2ccc(S(N)(=O)=O)cc2)nnc1-c1ccccc1
35. COc1ccc(C(=O)N/N=C/c2ccc(OCC(=O)OCCSC)cc2)cc1
36. O=C(O)c1cc(=O)[nH]c(=O)[nH]1
37. COc1ccccc1/C=N/NC(=O)c1ccc(N(C)S(=O)(=O)c2ccccc2)cc1
38. O=C(NCc1ccco1)C1(c2ccccc2)CC1(Cl)Cl (centres undefined)
39. COc1cccc(-c2cc(C(=O)Nc3cc(Br)ccc3O)no2)c1
40. CCOCCCNC(=O)c1ccc2c(=O)n(CCN(CC)CC)c(=S)[nH]c2c1
screen / no.,33,34,35,36,37,38,39,40
MITF inh,-1,-12,9,25,-4,10,6,3
TEAD-YAP block,-12,1,-28,1,-2,14,-23,-3
GPR151 activ,0.0,1.5,-0.6,0.1,0.1,1.3,1.1,0.8
FBW7 act,-0.1,0.0,0.0,0.1,0.0,0.0,0.6,0.0

Only MITF inh, FBW7 act and TEAD-YAP block (4 entries from above):
No. | SMILES | MITF inh | FBW7 act | TEAD-YAP block
10 | CC(C)(C)NC(=O)c1cccc(NC(=O)c2cccs2)c1 | -1 | 0.1 | -19
11 | O=C(NC1CCN(C(=O)NCc2ccccc2)CC1)C1CCCCC1 | 31 | 0.0 | -1
12 | CCC(C)NC(=O)c1cc(-c2cccc(OC)c2)no1 (centres undefined) | 2 | 0.1 | -55
13 | COC(=O)c1cc(S(=O)(=O)Nc2ccccc2OC)c(Cl)cc1Cl | 15 | 0.0 | -7

Next compounds.
41. CCOC(=O)c1nn(-c2ccc(OC)cc2)c(=O)c2c(NC(=O)CC(C)(C)C)scc12
42. O=C(c1nc(-c2ccncc2)no1)N1CCN(c2ccccn2)CC1
43. CC(Oc1ccc(Br)cc1)C(=O)NN (centres undefined)
44. O=C(c1cc(COc2ccc(F)cc2Cl)on1)N1CCC(OCc2cccnc2)CC1
45. CC1CN(CCC(=O)Nc2ccc(S(N)(=O)=O)cc2)CC(C)O1 (centres undefined)
46. CCCc1cc(=O)[nH]c(SCC(=O)Nc2cccc(OC)c2)n1
47. CC(=O)N1CCOc2cc(S(=O)(=O)N(C)C3CCCCC3)c(Cl)cc21
48. O=C(NCc1ccccc1)NC1(C(=O)NCc2ccc3c(c2)OCO3)CCCCC1
screen / no.,41,42,43,44,45,46,47,48
MITF inh,-2,0,-2,-2,6,7,5,1
TEAD-YAP block,-9,-5,-2,0,6,-2,12,11
GPR151 activ,0.8,-0.4,-0.4,0.2,-1.7,0.9,-0.8,0.5
FBW7 act,0.1,-0.9,-0.1,-0.1,0.0,0.5,0.5,0.1

49. CC(=O)N1CCCN(c2nc(CN3CCC(C)CC3)nc3c(C)cccc23)CC1
50. Cc1ccc(Oc2cccc(N3C(=O)c4ccc(Oc5cccc([N+](=O)[O-])c5)cc4C3=O)c2)cc1C
51. N#Cc1c(SCC(=O)OCc2ccccc2)nc2c(c1-c1cccs1)CCC2
52. C/C(=N\Nc1nc(C(C)(C)C)cs1)c1ccccc1
53. CCOc1cc(C(=O)Nc2ccc3cn[nH]c3c2)cc(OCC)c1OCC
54. FC(F)(F)Oc1cccc(-c2cc(NCc3cccc(C(F)(F)F)c3)ncn2)c1
55. Cc1ccccc1C(=O)Nc1cccc(NC(=O)c2ccccc2[N+](=O)[O-])c1
56. CCCOc1ccc(C(=O)Nc2ccccc2C(=O)O)cc1
screen / no.,49,50,51,52,53,54,55,56
MITF inh,14,-5,-14,-2,0,-6,13,-6
TEAD-YAP block,1,-10,-15,-70,2,9,3,8
GPR151 activ,-1.3,-0.5,0.2,-0.1,-1.0,0.6,0.5,-5.5
FBW7 act,0.0,0.0,0.2,-0.1,0.0,0.0,0.0,0.0

Shown with two lines to a compound: 2 of the compounds above.
Under each structure – MITF inh	TEAD-YAP block	GPR151 activ	FBW7 act
#52 C/C(=N\Nc1nc(C(C)(C)C)cs1)c1ccccc1
  -2	-70	-0.1	-0.1
#53 CCOc1cc(C(=O)Nc2ccc3cn[nH]c3c2)cc(OCC)c1OCC
  0	2	-1.0	0.0

The listing continues:
57. CN(C)c1ccc(CNCc2ccco2)cc1
58. COc1cc2c(cc1OC)C(COc1cccc(C(F)(F)F)c1)N(C(=O)C1CC1)CC2 (centres undefined)
59. Cc1ccc(/C=C2\Oc3c(ccc(O)c3CN(C)C)C2=O)cc1
60. CCOC(=O)Oc1ccc2c(c1)oc(=O)c1ccccc12
61. Cc1ccccc1/C=C1\SC(=Nc2ccccc2Cl)NC1=O
62. Cc1nc(C#N)c(N2CCCCC2)o1
63. COc1ccc(CN2CCN(Cc3ccc(SC)cc3)CC2)cc1OCc1ccccc1
64. CCc1ccc(-n2c(C)cc(/C=N/n3cnnc3)c2C)cc1
screen / no.,57,58,59,60,61,62,63,64
MITF inh,-1,18,1,6,-3,20,55*,27
TEAD-YAP block,-8,-4,2,-1,45*,0,18,3
GPR151 activ,-0.7,-0.3,0.5,0.3,-0.1,-1.4,-0.3,1.2
FBW7 act,-0.1,0.4,0.0,0.1,-0.1,0.1,-0.2,0.7

65. Cc1cccc(Cc2nnc(CCC(=O)N(C)Cc3ccncc3C)o2)c1
66. Cc1ccc(S(=O)(=O)Nc2ccc(-c3cn4ccsc4n3)cc2)cc1
67. O=C1CCCN1CCn1cnc2c(Nc3ccccc3)nc(-c3ccccc3)nc21
68. COc1cc(NC(=O)c2cc3ccccc3oc2=O)c(OC)cc1Cl
69. CC(=O)NNS(=O)(=O)c1ccc(C)cc1
70. CCN1CCN(CCCNC(=O)C2c3ccccc3C(=O)N(Cc3ccc(F)cc3)C2c2ccc(OC)cc2)CC1 (centres undefined)
71. CC(=O)c1ccc(NC(=O)COC(=O)c2c3c(nc4ccccc24)CCC3)cc1
72. COc1ccccc1N1C(=O)c2ccccc2NC1c1ccncc1 (centres undefined)
screen / no.,65,66,67,68,69,70,71,72
MITF inh,17,13,-2,0,1,10,-3,6
TEAD-YAP block,-1,-4,-3,2,-5,-2,-7,-10
GPR151 activ,-2.2,-0.3,-0.6,-1.1,0.4,0.0,1.3,-0.4
FBW7 act,0.3,-0.2,0.1,-0.1,0.2,-0.1,-0.1,0.1

73. CCC(=O)NC(=S)Nc1ccc(NC(=O)c2ccc(OC)c([N+](=O)[O-])c2)cc1
74. CN1CCN(S(=O)(=O)c2ccc(Cl)c(Cl)c2)CC1
75. CCC(C)NC(=O)CSc1nc2cc3c(cc2c(=O)n1CCCCCC(=O)NCc1ccc2c(c1)OCO2)OCO3 (centres undefined)
76. COc1ccccc1C1N(c2nccs2)C(=O)C2CCCN21 (centres undefined)
77. COc1ccc(Cl)cc1C(=O)N1N=C(C(F)F)CC1(O)C(F)F (centres undefined)
78. COc1ccc(CCNc2nncc(=O)[nH]2)cc1OC
79. Cc1ccc(C(=O)n2nc(-c3ccccc3)nc2N)cc1
80. O=C(Nc1ccc2[nH]ncc2c1)C1COc2ccccc2O1 (centres undefined)
screen / no.,73,74,75,76,77,78,79,80
MITF inh,1,12,-2,-4,8,9,7,-1
TEAD-YAP block,14,6,-18,2,-12,-3,-5,-39
GPR151 activ,0.4,2.9,-1.0,0.3,0.9,-0.5,-0.6,0.0
FBW7 act,-0.1,0.3,0.2,0.1,0.1,0.2,0.3,0.2
